# NPSR antagonist = blocks cAMP signaling of the human neuropeptide S receptor; 220,000 compounds, 1% hits; CHO-NPSR cells, cAMP TR-FRET, antagonist mode; Q6W5P4; Potency, µM (highest dose often 38.3 µM), without a hit: at the top dose activity change, negative = inhibition, most hits filed as inhibitors; note: potency is the fitted concentration of half-maximal effect; % is set by controls: 0 for no effect and ±100 for the full control effect; nearly all actives have a fitted effect of over 50% in size; many of its hits are not listed in these tables
# Lamin A splicing = changes lamin A minigene splicing in HeLa cells | HeLa LMNA splicing GFP/RFP minigene ratio, 48 h | Potency, µM (top dose mostly 46.1 µM), for inactives: at the top dose ratio change, negative = inhibition, most hits filed as inhibitors | 200,000 compounds, 0.01% hits; active = well fitted inhibition curve with a large enough effect in the signal ratio, with a control signal flat, not every such curve was filed as active; inconclusive = small, poorly fitted or top-dose-only effect, or effect the other way, or a change in a side signal; the % refers to the signal ratio; note: potency is the fitted concentration of half-maximal effect; % is set by controls: 0 for no effect and ±100 for the full control effect
#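 Read-out is the ratio of GFP to DsRed2 object intensity, acquired by 488 nm laser-scanning cytometry on HeLa lamin A-EGFP minigene reporter cells. Compound incubation 48 hrs at 37 °C in Opti-MEM with 2% FBS; DMSO 0.5% final.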
# CBFb RUNX1 block = blocks binding between human CBF-beta and RUNX1; Q01196+Q13951; AlphaScreen CBFb-His/RUNX1-biotin binding, biochemical; Potency, µM (doses to about 59.8 µM), without a hit: at the highest dose activity, negative = inhibition, usual class: inhibitors; 230,000 tested, under 10 active; AID 1477; note: % of control where 0% means no effect
# Target sequence (Q01196 whole entry, looked up): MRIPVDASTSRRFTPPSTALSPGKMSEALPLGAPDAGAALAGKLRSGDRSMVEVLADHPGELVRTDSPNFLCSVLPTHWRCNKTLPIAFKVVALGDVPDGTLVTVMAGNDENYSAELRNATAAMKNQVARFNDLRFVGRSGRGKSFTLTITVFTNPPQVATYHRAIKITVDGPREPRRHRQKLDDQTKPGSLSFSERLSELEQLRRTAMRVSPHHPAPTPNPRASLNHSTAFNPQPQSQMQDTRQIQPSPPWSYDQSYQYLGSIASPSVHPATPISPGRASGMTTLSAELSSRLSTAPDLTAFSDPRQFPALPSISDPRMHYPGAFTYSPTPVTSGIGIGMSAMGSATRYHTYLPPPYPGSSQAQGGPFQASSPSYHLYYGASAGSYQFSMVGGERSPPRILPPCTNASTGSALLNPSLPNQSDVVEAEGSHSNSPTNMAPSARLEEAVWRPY
# Target sequence (Q13951 whole entry, looked up): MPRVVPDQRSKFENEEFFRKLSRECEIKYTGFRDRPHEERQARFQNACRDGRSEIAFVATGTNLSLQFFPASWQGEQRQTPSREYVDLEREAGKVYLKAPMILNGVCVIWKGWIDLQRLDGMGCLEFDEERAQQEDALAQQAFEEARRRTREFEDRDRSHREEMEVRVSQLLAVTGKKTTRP
#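 Compounds were screened at multiple concentrations against a preformed CBF-beta(His)/RUNX1(biotin) complex (30 nM of each) for 15 min at room temperature, followed by 90 min with nickel and streptavidin beads and AlphaScreen reading.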
# Epigenetic reg = derepresses silenced GFP reporter in murine cells. 280,000 compounds, 0.2% hits. Potency, µM (titrated, usually from 53.9 µM), without a hit: at the highest dose GFP activation, actives largely listed as activators. murine LDR cells, GFP reporter derepression, 30 h; note: potency is the fitted concentration of half-maximal effect; % of control where 0% means no effect; nearly all actives have a fitted effect of over 60% in size
#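 Reporter derepression read as number of fluorescent GFP-positive objects, 20-120 um in size, counted by laser-scanning cytometer. Mouse LDR line with an epigenetically silenced CMV-GFP locus; compound incubation 30 h, 37 C.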
# KinaseGlo FLuc = counter-screen: inhibitors of Kinase-Glo firefly luciferase; AID 1379; Kinase-Glo luciferase, ATP luminescence, 8 min; Q27757; Potency, µM (top dose mostly 38.3 µM), for inactives: at the highest dose activity change, negative = inhibition, hits mostly inhibitors; 200,000 compounds, 0.28% hits; note: potency is the fitted concentration of half-maximal effect; % is set by controls: 0 for no effect and ±100 for the full control effect; nearly all actives have a fitted effect of over 60% in size
#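 Luminescence was the read-out, taken after 8-minute incubation at ambient temperature. Luciferase turned over luciferin with 10 uM ATP in imidazole pH 7.2 buffer containing KCl, MgCl2, Tween 20 and BSA.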
# IMPase Li cell = IMPase inhibition in cells with lithium potentiation | CHO-M1 cells, IP1 TR-FRET (IP-One), carbachol + lithium | Potency, µM (top dose mostly 59.4 µM), inactives show at the highest dose activity, negative = IMPase inhibition, usual class: inhibitors | 210,000 compounds, 0.35% hits | AID 1457;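 note: IP1 builds up when IMPase is blocked and the TR-FRET signal falls; potency is the fitted concentration of half-maximal effect; plate controls were basal vehicle for no effect and high inhibitor control for full effect; nearly all actives have a fitted effect of over 50% in size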
#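 CHO cells stably expressing M1 receptor (2000/well) were cultured 16–30 h, then exposed to compounds with a small lithium addition for 30 min at 37C. IP1 was measured by TR-FRET competition; AC50 from Hill fits.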
# GLA spleen mod = alpha-galactosidase A (human) modulation. human spleen homogenate, 4MU-alpha-Gal fluorescence, 40 min. Potency, µM (titrated, usually from 80 µM), for the others: at the highest dose activity change, negative = inhibition, usual class: inhibitors. 240,000 compounds, 0.008% hits;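 note: potency is the fitted concentration of half-maximal effect; 0% = enzyme with vehicle and -100% = no enzyme basal signal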
# Target sequence (P06280 32-429 limits assumed): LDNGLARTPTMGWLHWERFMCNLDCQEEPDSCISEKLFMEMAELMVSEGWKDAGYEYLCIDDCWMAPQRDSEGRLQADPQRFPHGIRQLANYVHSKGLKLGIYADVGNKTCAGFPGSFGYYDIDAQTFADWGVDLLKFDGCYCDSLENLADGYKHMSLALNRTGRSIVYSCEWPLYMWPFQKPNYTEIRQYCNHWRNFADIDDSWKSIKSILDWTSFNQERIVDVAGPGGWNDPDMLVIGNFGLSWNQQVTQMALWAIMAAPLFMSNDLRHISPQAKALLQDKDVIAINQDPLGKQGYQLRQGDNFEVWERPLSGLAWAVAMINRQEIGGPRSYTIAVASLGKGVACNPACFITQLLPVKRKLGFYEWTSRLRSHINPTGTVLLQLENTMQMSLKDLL
#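 Inhibition or activation of alpha-galactosidase in human spleen homogenate is scored by 4-MU fluorescence after 40 min at 37C, pH 5.0, with 1 mM substrate. AC50s come from concentration-response fitted to the Hill equation.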
# * marks the source's active call; other numbers are inactive results; ? = inconclusive; nt = not tested or not shown; & = joins results of further samples; [ ] = another dose, or the depositor's remark. Unless noted, calls come from the whole dose curve; as a rule, active = well fitted curve in the direction sought with a large enough effect; inconclusive = small, poorly fitted or top-dose-only effect, or another doubt; inactive = no such curve, though single readings can be large; an effect the other way counts as inactive or inconclusive. The list is partial. The share of hits here may be higher or lower than overall.
structure	CBFb RUNX1 block	NPSR antagonist	IMPase Li cell	Lamin A splicing	KinaseGlo FLuc	Epigenetic reg	GLA spleen mod
CC[C@@H](C)[C@@H](CO[C@@H](Cc1ccccc1)C(=O)N[C@@H](CCS(C)(=O)=O)C(=O)OC(C)C)NC[C@@H](N)CS	20%&16%	nt	9%	nt	nt	0.0%	-14%&-14%
Cc1ccccc1C1NC(=O)Cc2ccccc21 (configuration not stated)	0%	-2%[46.1 µM]	14%[38.3 µM]	10%	-2%	2.4%	-16%
O=C(CN1C(=O)COc2ccccc21)N(Cc1cccnc1)Cc1ccccc1F	1%	8%[46.1 µM]	25%[38.3 µM]	5%	0%	0.0%	3%
Cc1ccc(N/C=C/C(=O)c2ccco2)c(O)c1	-3%	0%	nt	nt	nt	8.5%	1%
Cc1nc(-c2cccc(NC(=O)Cc3ccccc3)c2)cs1	4%	-16%	7%	?	-2%	1.1%	-1%
Cc1ccc(NC(=O)C(=O)NCCN2CCN(Cc3ccc([N+](=O)[O-])cc3)CC2)cc1	-1%	3%	-4%	-6%	-2%	3.0%	0%
CCOC(=O)N1CCN(C(=O)c2ccc3c(=O)n(-c4ccc(OC)cc4)c(=S)[nH]c3c2)CC1	-2%	-5%[46.1 µM]	1%[38.3 µM]	3%	1%	2.8%	3%
CCOC(=O)N1CCN(C(=S)Nc2cc(S(=O)(=O)N3CCOCC3)ccc2Cl)CC1	0%	4%	0%	?	1%	0.0%	-14%
CCc1nc(N2CCC(C)CC2)c2oc3ccccc3c2n1	13%	?	nt	?	nt	-1.2%	12%
C#CCN1C(=O)C2C(C(=O)NC)C3C=CC2(O3)C1C(=O)NCc1ccc(OC)cc1 (configuration not stated)	20%	?	-14%[38.3 µM]	9%	7%	1.9%	-6%
c1ccc(CNc2nc3ccccc3[nH]2)cc1	1%	-6%[46.1 µM]	-6%[38.3 µM]	1%	8%	-0.7%	1%
CC(=O)NC(=S)Nc1ccc(S(=O)(=O)N2CCOCC2)cc1	1%	7%	5%	5%[46 µM]	2%	-2.7%	1%
Cc1cc(C)c(C#N)c(SCc2ccc(F)cc2)n1	1%	-40%	?	nt	-2%	-2.3%	-2%
Cn1c(=O)[nH]c(=O)c2c1nc(N1CCN(CCO)CC1)n2CCSc1nc2ccccc2s1	0%	-8%[46.1 µM]	2%[38.3 µM]	-1%	4%	-2.5%	-3%
CCOC(=O)C1CSC(CC(=O)Nc2ccc(Cl)c(Cl)c2)C(=O)N1 (configuration not stated)	6%	-12%[46.1 µM]	-12%[38.3 µM]	6%	-2%	-0.7%	-2%
O=c1oc2c3c4c(cc2c2c1CCC2)OCCN4CCC3	-7%	-10%[46.1 µM]	3%[38.3 µM]	?	8%	0.0%	?
O=C(COC(=O)c1ccccn1)Nc1cccc2ccccc12	2%	0%	-7%	-5%[9.22 µM]	-4%	0.0%	-1%
Cc1ccc(NC(=O)Nc2ccc(F)c(Cl)c2)cc1	8%	7%	9%	?	4%	-1.2%	4%
Cc1nn(C)c(C(=O)NC2C3CC4CC(C3)CC2C4)c1Cl (configuration not stated)	5%	-24%	-4%	?	-2%	-5.6%	-1%
CC(Sc1nnc(Cc2cccs2)n1C1CCCCC1)C(=O)N1CCc2ccccc21 (configuration not stated)	6%	?	34%[activator][38.3 µM]	-16%	-3%	0.0%	-2%
CNC(=O)CSc1nnc(-c2cccnc2)n1CCc1ccccc1	2%	6%[46.1 µM]	18%[38.3 µM]	1%	-2%	1.1%	-3%
CCCCn1c(SCC(=O)N(CC)C2CCS(=O)(=O)C2)nc2cc(S(N)(=O)=O)ccc21 (configuration not stated)	7%	11%	9%	12%[46 µM]	0%	-0.3%	1%
COc1ccc(-c2nc(Cn3c(SCc4ccccc4F)nc4ccncc43)c(C)o2)cc1	-2%	?	4%[38.3 µM]	19%	-2%	2.7%	-3%
Cc1cc(Cl)c(OCCCSc2nc(C)cc(=O)[nH]2)c(Br)c1	0%	-9%[46.1 µM]	32%[activator][38.3 µM]	?	-5%	0.8%	4%
COC(=O)c1c(NC(NC(=O)C(C)C)C(Cl)(Cl)Cl)sc2c1CCCC2 (configuration not stated)	17%	?	13%	?	2%	-1.6%	-8%
Cc1ccc(NC(=O)c2oc3ccc(S(=O)(=O)N4CCOCC4)cc3c2C)cc1C	0%	1%[46.1 µM]	-2%	-2%	0%	-2.0%	5%
CN1CCN(C(=O)C2=C[C@@H](C3CCCCC3)C[C@@H](OCCCCO)O2)CC1	8%	6%	-3%	nt	nt	6.9%	8%
CC1=C(C)C(OCCBr)N(c2cc(O)c(Cl)cc2F)C1=O (configuration not stated)	11%	-13%	nt	nt	nt	2.4%	5%
Cc1ccc(S(=O)(=O)N(C)Cc2nc(-c3ccncc3)no2)cc1	16%	-13%[46.1 µM]	8%	?	-1%	0.9%	-3%
C[C@@H](C(=O)Nc1ccc2ccccc2c1)[C@H]1C[C@]1(C)[C@H](NC(=O)c1ccccc1)c1ccccc1	0%	nt	-6%	nt	3%	1.0%	11%
COc1cc2c(cc1OC)CN(C(=O)CSc1nc(C)cc(C)c1C#N)CC2	-12%	-2%	15%	1%	0%	-2.0%	-4%
CCn1c(=O)n(CC(=O)NCc2ccco2)c(=O)c2ccccc21	-1%	3%[46.1 µM]	4%[38.3 µM]	-2%	-2%	-1.1%	1%
COc1ccc(Nc2oc(COc3ccc(C)cc3)nc2C#N)cc1	-16%	-21%[46.1 µM]	20%	?	3%	-0.8%	4%
Nc1[nH]c(=O)ncc1F	-3%	-3%&1%	-4%&-4%	?	-1%	3.2%	10%
COc1ccccc1C(=O)n1nc(-c2ccccc2)nc1N	3%	-1%[46.1 µM]	7%[38.3 µM]	4%	-2%	0.8%	-10%
O=C(CSc1ncn[nH]1)Nc1nnc(-c2ccccc2)s1	-3%	-14%[46.1 µM]	-12%[38.3 µM]	?	10%	-0.1%	-5%
Cc1nc2c(c(C)nn2-c2ccccc2)c(C)c1CCC(=O)Nc1ccc(CN2CCCC2)cc1	6%	-47%	nt	nt	nt	-1.2%	7%
COc1ccc(OC)c(N(CC(=O)NC2CC2)S(=O)(=O)c2ccc(C)cc2)c1	10%	8%[46.1 µM]	-1%[38.3 µM]	?	-2%	1.0%	12%
CCCCCCC(=O)N(O)C1CC(=O)N(c2ccccc2)C1=O (configuration not stated)	-1%	-3%[46.1 µM]	11%[38.3 µM]	?	15%	2.9%	-8%
COc1ccccc1C(=O)N/N=C/c1cnc2ccccc2n1	1%	0%	4%	-12%	-3%	-1.9%	-12%

# Look-ups from the results shown.
# CC[C@@H](C)[C@@H](CO[C@@H](Cc1ccccc1)C(=O)N[C@@H](CCS(C)(=O)=O)C(=O)OC(C)C)NC[C@@H](N)CS in Epigenetic reg is entered as 0.0%
# Cc1ccc(N/C=C/C(=O)c2ccco2)c(O)c1 in GLA spleen mod is entered as 1%

# (further entries)
structure	CBFb RUNX1 block	NPSR antagonist	IMPase Li cell	Lamin A splicing	KinaseGlo FLuc	Epigenetic reg	GLA spleen mod
O=C(Nc1cc(C(F)(F)F)ccc1Cl)c1cc2nc3c(c(C(F)(F)F)n2n1)CCCC3	3%	-2%[46.1 µM]	24%[38.3 µM]	4%	-3%	0.0%	-1%
Cc1ccc(NC(=O)CCn2cnc3ccccc3c2=O)c(C)c1	2%	-9%	3%	nt	-1%	0.0%	-3%
c1csc(-c2noc(CN3CCN4CCCC4C3)n2)c1 (configuration not stated)	1%	-1%	16%	0%[46 µM]	1%	1.8%	-1%
Oc1ccccc1C=NCC(O)c1ccccc1 (configuration not stated)	0%	9%	-6%	-4%	2%	1.0%	-2%
NC(=O)COC(=O)c1ccccc1Nc1ccc(SC(F)F)cc1	1%	9%	5%	-23%	-2%	0.0%	-3%
COc1cc(OC)cc(C(C(=O)NC2CCCCC2)N(C(=O)c2ccno2)c2ccccc2)c1 (configuration not stated)	13%	-10%[46.1 µM]	2%	-8%	-2%	14%	1%
COC(=O)c1ccc(CSc2nnc3c(Cl)cc(Cl)cn23)o1	5%	-10%[46.1 µM]	-5%[38.3 µM]	7%	-2%	-0.7%	8%
Cn1cc(-c2nc3cncnc3n(C3CC3)c2=O)c2ccccc21	nt	nt	-14%	-2%	nt	nt	10%
COc1ccc(NC(=O)c2cc(-c3cccnc3)nc3ccc(C)cc23)cc1OC	0%	-1%[46.1 µM]	-15%[38.3 µM]	4%	-5%	-0.9%	-23%
COc1ccc(Sc2ncnc3onc(C)c23)cc1	-4%	-7%	9%	?	1%	-5.1%	-13%
CCc1ccc(C(=O)COC(=O)C(Cc2ccccc2)NC(=O)C2CCC(C)CC2)cc1 (configuration not stated)	4%	-8%[46.1 µM]	1%[38.3 µM]	8%	-3%	0.0%	0%
O=C(Nc1ccc2c(c1)OCCO2)c1ccc(CN2CCOCC2)cc1	4%	1%[46.1 µM]	1%[38.3 µM]	?	3%	-0.7%	-9%
COc1ccccc1-c1nc(C#N)c(NCCCn2ccnc2)o1	4%	-3%	nt	nt	nt	7.2%	6%
CCOC(=O)N1CCC(NC(=O)CSCc2nc(-c3ccc(OC)c(OC)c3)oc2C)CC1	2%	1%[46.1 µM]	-7%[38.3 µM]	-10%	-7%	0.8%	6%
CC(C)c1ccc(NC(=O)N2CCN(S(=O)(=O)c3ccccc3)CC2)cc1	0%	-11%	7%	nt	5%	-7.2%	-12%
COc1ccc(N2C(=O)CC(N(Cc3ccc(S(N)(=O)=O)cc3)C(C)=O)C2=O)cc1 (configuration not stated)	22%	8%[46.1 µM]	17%[38.3 µM]	4%	-3%	0.0%	5%
CCOC(=O)C1/C(=N\O)CC(C)(O)C(C(=O)OCC)C1c1ccc(OC)c(OC)c1 (configuration not stated)	3%	-21%[46.1 µM]	2%[38.3 µM]	-6%	-3%	3.9%	-4%
NS(=O)(=O)c1cccc(NC(=O)CSc2ncnc3ccccc23)c1	2%	-23%	nt	nt	nt	0.0%	0%
COC(=O)c1cccc(C(=O)Oc2cccc(Br)c2)n1	1%	9%[46.1 µM]	-1%[38.3 µM]	3%	0%	-0.6%	-5%
COc1ccc(CN(CCCN2CCOCC2)C(=O)Nc2ccccc2)cc1OC	5%	-10%[46.1 µM]	0%[38.3 µM]	-3%	-1%	10%	7%
COc1ccc(-n2cccc2/C=C/[N+](=O)[O-])cc1	-29%	-25%	13%	?	-1%	0.2%	-4%

# Source: PubChem (National Center for Advancing Translational Sciences (NCATS))
